TEAD-YAP inh: TEAD-YAP interaction inhibition | HEK-TIYL cells, TEAD-Gal4/YAP UAS-luciferase luminescence | inhibition, % at 9.12 µM | 1.4% of 640,000 active | AID 1259422; in the data active = inhibition above about 32%;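 also: 0% = median of test compound wells and 100% = reference inhibitor wells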
GPR151 ag: activates the human receptor GPR151; Q8TDV0; PathHunter beta-arrestin GPR151 cells, luminescence; activation, % at 11.2 µM; 1% of 650,000 active; AID 1508602; in the data active = activation above about 4.9%;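 also: 0% = median of compound wells and 100% = cells with positive control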
MITF inh: human MITF inhibition, primary screen; 0.91% of 650,000 active; inhibition, % at 2.6 µM; AID 1259374; AlphaScreen MITF homodimerization, bead proximity signal; in the data active = inhibition above about 50%;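 also: 0% = vehicle wells with protein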
FBW7 act: activators of human E3 ligase FBW7; Q969H0; AlphaScreen FBW7–phospho-cyclin E peptide binding, activator screen; normalized activity (activation), % at 26.1 µM; 0.13% of 650,000 active; AID 1259310; in the data active = normalized activity above about 1.9%;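 also: purified mutant Fbw7 with reduced substrate affinity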
Target sequence (Q969H0 whole entry, looked up): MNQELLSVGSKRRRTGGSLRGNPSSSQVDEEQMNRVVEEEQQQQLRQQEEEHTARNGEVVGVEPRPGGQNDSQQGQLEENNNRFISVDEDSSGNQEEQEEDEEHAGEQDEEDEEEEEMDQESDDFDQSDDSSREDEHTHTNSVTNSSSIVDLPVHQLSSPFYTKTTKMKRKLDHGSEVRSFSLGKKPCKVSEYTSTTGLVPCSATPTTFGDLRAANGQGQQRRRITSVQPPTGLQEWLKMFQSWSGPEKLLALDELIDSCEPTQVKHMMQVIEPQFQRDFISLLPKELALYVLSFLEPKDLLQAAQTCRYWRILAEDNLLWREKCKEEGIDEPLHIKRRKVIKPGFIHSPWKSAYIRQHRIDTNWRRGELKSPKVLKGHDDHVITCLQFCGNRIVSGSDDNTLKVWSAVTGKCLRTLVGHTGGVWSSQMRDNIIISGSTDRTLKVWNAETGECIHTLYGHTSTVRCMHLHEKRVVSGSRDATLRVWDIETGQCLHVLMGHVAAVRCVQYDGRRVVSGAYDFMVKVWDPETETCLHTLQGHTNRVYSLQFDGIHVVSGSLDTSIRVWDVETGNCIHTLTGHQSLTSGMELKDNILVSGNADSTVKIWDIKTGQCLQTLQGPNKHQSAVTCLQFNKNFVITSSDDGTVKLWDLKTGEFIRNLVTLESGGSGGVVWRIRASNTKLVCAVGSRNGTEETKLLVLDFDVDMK
* marks the source's active call; other numbers are inactive results; & = joins results of further samples.

mol	TEAD-YAP inh	GPR151 ag	MITF inh	FBW7 act
O=C(Cc1ccc(F)cc1)NCC1(c2ccccc2)CCOCC1	-5	-1.2	14	0.8
COc1ccc(OCCNC(=S)Nc2cccc3ccccc23)cc1	1	-0.4	1	0.3
CCOC(=O)c1cc2c(=O)n3ccccc3nc2n(CCOC)c1=NC(=O)C(C)(C)C	1	2.3	-1	-0.2
CSc1nc2sccn2c(=O)c1C(=O)N1CCC(O)C1 (stereo not drawn)	1	-1.5	13	0.3
O=C(c1cccc(N2C(=O)C3C4C=CC(C4)C3C2=O)c1)N1CCCCCC1 (stereo not drawn)	5	0.8	2	-0.1
COCCn1c(SCC(=O)Nc2ccccc2C)nnc1-c1ccccc1	-1	0.1	2	-0.1
O=C(Nc1ccnn1C1CCN(C/C=C/c2ccc(F)cc2)CC1)c1ccc2c(c1)OCO2	10	0.7	4	-0.2
CC(=O)c1cccc(NC(=O)C(C(C)C)N2C(=O)c3ccccc3C2=O)c1 (stereo not drawn)	7	0.1	0	-0.1
COc1ccc(CNc2ccc(Br)cc2C(=O)O)c(OC)c1	-3	-1.1	-8	-0.1
COc1ccc(N(C(=O)c2c(F)cccc2F)C2C=CS(=O)(=O)C2)c(OC)c1 (stereo not drawn)	12	0.7	10	-0.2
CN1CCCCC1C(=O)N/N=C/c1ccoc1 (stereo not drawn)	-6	-2.3	7	0.0
O=C(NC(=S)Nc1nc2ccccc2s1)c1ccccc1Cl	70*	-9.6	0	-0.1
CC(C)NC(=O)Cn1c2c(c(-c3ccccc3Cl)cc1=O)CCC2	12	0.5	-9	0.5
COCc1ccc(CN2CCCC(c3[nH]ncc3-c3c(F)cccc3F)C2)o1 (stereo not drawn)	14	-0.8	10	0.2
Cc1cccc(N2CCN(S(C)(=O)=O)CC2)c1C	-10	-0.7	-5	-0.1
O=[N+]([O-])c1ccc2nc(CN3CCOCC3)[nH]c2c1	-10	-1.0	2	-0.2
CN(C)S(=O)(=O)c1ccc2c(c1)CC(c1nc3ccc(-c4ccncc4)cc3[nH]1)CO2 (stereo not drawn)	8	0.0	19	0.0
Cn1c(SCC(=O)NCc2cccs2)nnc1C1CCCCC1	-4	-0.7	-2	0.1
Cc1ccc(NC(=O)C(=O)NCC2CCCN2S(=O)(=O)c2cc(C)ccc2C)c(C)c1 (stereo not drawn)	17	2.3	6	0.1
COCCN1C(=O)C(=O)/C(=C(\O)c2ccccc2)C1c1ccc(O)c(OC)c1 (stereo not drawn)	12	1.2	-20	0.1
Cc1nnc2sc(SCC(=O)Nc3cccc([N+](=O)[O-])c3)nn2c1=O	1	-0.1	28	0.0
O=C1OC(c2ccccc2[N+](=O)[O-])=N/C1=C\c1coc2ccccc2c1=O	2	-0.1	-2	0.0
O=C(c1cscn1)N1CCCC(CO)(Cc2cccc(Cl)c2)C1 (stereo not drawn)	-40	-0.2	-2	-0.1
O=[N+]([O-])c1cc(/C=N/n2c(-c3ccncc3)n[nH]c2=S)ccc1Cl	7	-1.6	12	0.1
O=C(NCCc1nnc2n1CCN(Cc1ccc3ccccc3c1)CC2)C1CCC1	-3	0.4	6	0.1
OC(Cn1nnc2ccccc21)Cn1c2ccc(Br)cc2c2cc(Br)ccc21 (stereo not drawn)	7	0.6	-6	-0.1
O=c1sc2ccccc2n1Cc1nnc(-c2ccccc2Cl)o1	-11	-0.2	11	0.0
Cc1cccc(S(=O)(=O)Nc2cccc(-c3cn4cccc(C)c4n3)c2)c1	-5	0.7	16	0.2
COCCCNC(=O)c1cc2c(=O)n3cc(C)ccc3nc2n(C2CCCC2)c1=N	-2	0.2	11	0.0
CC(=O)Oc1cc2oc3c(c2cc1OC(C)=O)C(=O)CC(C)(C)C3	-16	0.4	3	0.1
CCOc1ccc(OCCOC(=O)CCNS(=O)(=O)c2ccc(OCC)cc2)cc1	0	1.3	3	0.1
O=C1c2ccc(Cl)cc2C(=O)N1c1ccc(Br)cc1	-4	-1.0	0	0.0
COC(=O)c1ccc(C)c(NC(=O)CN(c2cc(OC)ccc2OC)S(C)(=O)=O)c1	10	-0.1	-5	0.1
COc1ccc(NP2(=O)C=C(c3ccccc3)OC(c3ccccc3)=C2)c2ccccc12	-4	-0.4	-13	0.1
CCCC(=O)N1CCS(=O)CC1	-2	0.1	12	-0.1
Cc1cccn2c(CNCCc3ccccn3)c(C(=O)N3CCOCC3)nc12	-6	5.9*	-9	-0.2
O=C(CCCn1ncn2c(cc3occc32)c1=O)NCc1ccccc1Br	-3	-0.5	4	0.0
COc1cccc(N2CCC(N3CCN(C4CCCCC4)C(CCO)C3)CC2)c1 (stereo not drawn)	-8	-0.9	-10	-0.1
Cc1sc2ncn(CC(=O)Nc3ccc(F)cc3F)c(=O)c2c1S(=O)(=O)N1CCOCC1	-2	-1.0	27	0.0
Cc1cc(N)nc(Nc2cnccn2)n1	-6	-0.4	6	0.0
O=C(CSc1ccc(-c2ccccc2)nn1)NC1CCCC1	-15	-1.6	-13	-0.2
CS(=O)(=O)N(CC(O)Cn1c2ccccc2c2ccccc21)c1cccc2ccccc12 (stereo not drawn)	2	0.1	2	0.0
Cc1ccc(OCC(=O)Nc2cc(-c3nc4cc(C(C)C)ccc4o3)ccc2Cl)cc1	6	-0.8	-1	-0.4
O=C(NCc1ccco1)C1CCN(S(=O)(=O)N2CCCC2)CC1	-4	-1.6	-3	-0.1
COc1ccc2cc(CCNC(=O)c3ccc(C)cc3)c(=O)[nH]c2c1	9	0.0	11	-0.4
CCN(CC)CCNC(=O)CCCCCn1c(=S)[nH]c2ccc(Br)cc2c1=O	-3	0.7	1	0.1
Nc1nc(SCC(=O)NN(c2ccccc2)c2ccccc2)n[nH]1	1	0.0	11	-0.1
CN(C(=O)CSc1nc(C2CCCC2)nc2c1c(=O)n(C)c(=O)n2C)c1ccccc1	-1	1.3	-5	-0.7
CC1CN(Cc2c(O)ccc3c(-c4ccccc4)cc(=O)oc23)CC(C)O1 (stereo not drawn)	9	0.5	1	0.1
Cc1ccnc(NS(=O)(=O)c2ccc(NC(=O)c3ccc(Cl)c([N+](=O)[O-])c3)cc2)n1	-1	1.2	-4	0.0
CC1=C(C(=O)OC(C)C)C(c2ccc(C)cc2)N2C(=O)CCSC2=N1 (stereo not drawn)	-5	-0.6	-3	-0.1
COC(=O)c1c(NS(=O)(=O)c2ccc3c(c2)OCCO3)sc2c1CCCC2	6	2.9	-3	-0.1
Cc1cccc(Nc2ccc(N3CCN(C(=O)Nc4ccc(F)c(Cl)c4)CC3)nn2)n1	8	-1.1	9	0.2
Cc1ccc(/C(O)=C2\C(=O)C(=O)N(c3nc4ccccc4s3)C2c2ccccc2F)cc1 (stereo not drawn)	-86	0.0	19	0.6
O=C(c1cc2c(s1)-c1ccccc1S(=O)(=O)C2)N1CCC(N2CCCCC2)CC1	3	0.7	0	0.1
O=C1/C(=C\c2cccs2)SC(=S)N1Cc1ccco1	5	-0.6	19	0.0
Cc1sc2ncn(CC(=O)N3CCCC3)c(=O)c2c1-c1ccc(Cl)cc1	10	0.2	9	0.0
O=C1N[C@@H](CO)C(=O)N2C[C@@H](NCc3ccc(Cl)cc3)C[C@@H]12	-11	-0.6	0	0.0
O=C(CCS(=O)(=O)c1ccc(Br)cc1)Nc1ccccc1Cl	-6	1.1	1	0.0
CCOC(=O)c1c(-c2ccc(OC)cc2)oc2ccc(OC(=O)C(C)C)cc12	-6	-0.8	-8	-0.1

Following part:
mol	TEAD-YAP inh	GPR151 ag	MITF inh	FBW7 act
O=[N+]([O-])c1ccc(N2CCN(c3ncccn3)CC2)nc1	-2	-1.1	-23	0.3
COc1cc(NC(=O)C23CC4CC(C2)CC(n2cnc([N+](=O)[O-])n2)(C4)C3)cc(OC)c1	4	1.5	-10	-0.1
NCCS	-3&-1	-1.1&-0.9	16&22	0.1&0.0
CCCCCC(=O)Nc1nnc(CCOC)s1	3	-0.6	15	-0.1
CC(C)c1ccc(CNc2cc(N3CCN(S(=O)(=O)c4ccc(Cl)cc4)CC3)ccc2[N+](=O)[O-])cc1	-13	0.9	-1	0.1
CCOc1cccc(NC(=O)CSc2nncn2N)c1	-5	0.3	-2	-0.2
COc1ccc(OC)c(N/C(=N\c2nc(C)cc(C)n2)NC(=O)c2ccccc2)c1	2	0.2	-2	0.0
CCN(CC)c1ccc(C2N(C(=O)c3ccc(C)cc3)CCN2S(=O)(=O)c2ccccc2)cc1 (stereo not drawn)	-7	-1.3	0	-0.1
c1ccc2c(COn3nnc4ccccc43)cccc2c1	-50	0.6	7	0.0
O=S(=O)(Nc1ccccc1F)c1cnc[nH]1	-8	0.0	3	-0.1
N#Cc1ccc(NC(=O)CSc2nc3ccc([N+](=O)[O-])cc3s2)cc1	4	1.0	14	-0.1
Cc1cccc(C(=O)O/N=C(\N)c2ccccc2)c1	-6	-1.4	-1	-0.2
OCCNC(=S)Nc1ccc(F)cc1	1	-0.8	-5	0.0
COc1ccccc1N=c1oc2ccccc2cc1C(=O)Nc1ccc(F)cc1	-47	4.6	2	0.0
Cc1ccc2cc(Nc3nc(N4CCOCC4)nc(N4CCOCC4)n3)ccc2n1	-16	-1.0	16	0.3
CCCCCN1N=C(C)C(C(=O)c2ccc(C(=O)C3C(=O)N(CCCCC)N=C3C)cc2)C1=O (stereo not drawn)	2	0.5	-7	0.0
COC(=O)C(NC(=O)C(NC(=O)C1CCC(C)CC1)C(C)C)C(C)C (stereo not drawn)	13	1.3	1	0.1
O=C1C(c2ccc(F)cc2)N(CCc2ccc(Cl)cc2)C(=O)CN1C1CCCCCC1 (stereo not drawn)	3	-0.4	12	0.5
CC(=O)Nc1ccc(NC(=O)CCc2c[nH]c3ccccc23)cc1	-9	1.1	4	-0.2
CC(C)c1ccc(NC(=O)c2cc(S(=O)(=O)N3CCc4ccccc43)ccc2F)cc1	-11	7.4*	0	0.1
O=C(/C=C/c1cccs1)NC12CC3CC(CC(C3)C1)C2	-8	-0.4	4	-0.1
O=C(CN1CCN(Cc2ccc(F)cc2Cl)C1=O)NCc1ccccc1Cl	-1	2.5	3	0.3
CN(C)c1cccc(Nc2cc(C(=O)NCc3cccc(C(F)(F)F)c3)ccn2)c1	16	1.8	9	-0.1
O=S(=O)(NC1c2cccc3cccc(c23)C1N1CCNCC1)c1ccc(Cl)cc1 (stereo not drawn)	-2	0.8	1	0.1
CC1CC(C)(C)NC(=S)N1CCCC(=O)NCc1ccccc1 (stereo not drawn)	-2	-0.2	9	0.1
COc1cccc(C2C(C(=O)OC3CCCC3)=C(C)NC3=C2C(=O)CC(c2ccc(Cl)cc2)C3)c1OC (stereo not drawn)	2	1.1	-8	0.3
CC(C)CNC(=O)c1ccccc1NC(=O)Cc1ccc(Cl)cc1	21	2.0	6	0.1
CN(C)c1ccc(NC(=O)C2C3C=CC(O3)C2C(=O)O)cc1 (stereo not drawn)	7	-2.2	41	-0.1
COc1ccc(CNCCC(C)C)cc1	9	-1.8	31	0.3
CC(Nc1ccccc1)N1C(=O)CCC1=O (stereo not drawn)	13	0.4	-8	0.2

Only TEAD-YAP inh and MITF inh, for four of the compounds above:
SMILES	TEAD-YAP inh	MITF inh
O=C1C(c2ccc(F)cc2)N(CCc2ccc(Cl)cc2)C(=O)CN1C1CCCCCC1 (stereo not drawn)	3	12
CC(=O)Nc1ccc(NC(=O)CCc2c[nH]c3ccccc23)cc1	-9	4
CC(C)c1ccc(NC(=O)c2cc(S(=O)(=O)N3CCc4ccccc43)ccc2F)cc1	-11	0
O=C(/C=C/c1cccs1)NC12CC3CC(CC(C3)C1)C2	-8	4

Record cards, from the list above. Screens in order: TEAD-YAP inh	GPR151 ag	MITF inh	FBW7 act
`CC(=O)Nc1ccc(NC(=O)CCc2c[nH]c3ccccc23)cc1` in the list: -9	1.1	4	-0.2
`O=[N+]([O-])c1cc(/C=N/n2c(-c3ccncc3)n[nH]c2=S)ccc1Cl` in the list: 7	-1.6	12	0.1
`CS(=O)(=O)N(CC(O)Cn1c2ccccc2c2ccccc21)c1cccc2ccccc12` (stereo not drawn) in the list: 2	0.1	2	0.0

Next structures
mol	TEAD-YAP inh	GPR151 ag	MITF inh	FBW7 act
Cc1ccc(-n2c(C)nn(C(C)C(=O)O)c2=O)cc1 (stereo not drawn)	10	0.1	3	0.0
Cc1ccc(C2CC(C(F)(F)F)n3nc(C(=O)Nc4cccc(O)c4)cc3N2)cc1 (stereo not drawn)	-2	0.2	3	-0.1
COc1cccc(C2/C(=C(/O)c3ccccc3)C(=O)C(=O)N2c2ccc(OCC(=O)O)cc2)c1 (stereo not drawn)	-6	0.8	-2	-0.2
COc1ccc(N)cc1NC(=O)c1ccc(Cl)cc1Cl	0	-1.0	15	0.2
CN(Cc1ccccc1)S(=O)(=O)c1ccc(F)c(C(=O)Nc2cccc(Cl)c2Cl)c1	6	-3.9	11	0.0
CC(C)(C)c1csc(NC(=O)c2cc([N+](=O)[O-])ccc2Cl)n1	6	7.1*	15	1.3
COCCCNC(=O)c1cn(-c2ccc(C)c(C)c2)c(=O)c2ccccc12	-5	0.7	-4	0.0
CCc1cccc(NC(=O)Cn2cnc3c([nH]c4ccccc43)c2=O)c1	5	-0.5	-7	-0.3
O=C(CSc1ccc(Cl)cc1)N/N=C/c1ccc([N+](=O)[O-])o1	2	-0.4	12	-0.2

From PubChem

Rows are unselected, and some 3.5% of all compounds hit somewhere here.
